Source: PubChem (National Center for Advancing Translational Sciences (NCATS))
ERG Ets-DNA blk: blocks human ERG Ets domain binding to DNA. P11308. fluorescence polarization, His-ERG Ets domain / labelled DNA. Potency, µM (titrated, usually from 76.9 µM), without a hit: at the highest dose FP activity, negative = inhibition, actives largely listed as inhibitors. hit rate 0.028% among 370,000. AID 624246; active = well fitted inhibition curve with a large enough effect in the polarisation, with a control signal flat; inconclusive = small, poorly fitted or top-dose-only effect, or effect the other way, or a change in a side signal; inactive = no such curve, though single readings can be large or run the other way; the % refers to the polarisation;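 also: polarization taken with two DNA probes labelled with fluorescein and Texas red; potency is read from the fitted curve at half-maximal effect; % of control where 0% means no effect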
Target sequence (P11308 whole entry, looked up, the tested form may be a part): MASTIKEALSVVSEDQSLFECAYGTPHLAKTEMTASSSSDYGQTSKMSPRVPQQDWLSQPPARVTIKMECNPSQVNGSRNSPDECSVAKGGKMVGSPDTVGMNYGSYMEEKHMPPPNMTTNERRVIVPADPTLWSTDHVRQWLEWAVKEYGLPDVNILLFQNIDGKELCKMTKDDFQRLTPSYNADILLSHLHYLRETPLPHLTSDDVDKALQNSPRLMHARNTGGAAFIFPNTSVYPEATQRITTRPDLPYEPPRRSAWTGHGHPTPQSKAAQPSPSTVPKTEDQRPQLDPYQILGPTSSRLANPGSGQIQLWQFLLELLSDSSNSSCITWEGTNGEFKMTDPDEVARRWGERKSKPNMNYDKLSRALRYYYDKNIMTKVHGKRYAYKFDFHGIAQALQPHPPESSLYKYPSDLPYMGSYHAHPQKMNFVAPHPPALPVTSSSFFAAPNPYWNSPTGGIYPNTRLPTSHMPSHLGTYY
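His-tagged ERG Ets domain (1 uM in the protein solution; 300mM KCl, 50mM Tris-HCl, 1mM EDTA, 1mM DTT, pH 7.5) received compound, then a probe mix of 5 nM fluorescein-DNA and 100nM Texas-615-DNA. Fluorescence polarization was read for both dyes.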
ALOX12 inh: ALOX12 (human) lipoxygenase inhibition | purified 12hLO, xylenol orange hydroperoxide absorbance | hit rate 1.1% among 580,000 | Potency, µM (highest dose often 108 µM), for inactives: top-dose activity change, negative = inhibition, most hits filed as inhibitors | P18054 | AID 1671190; also: potency is read from the fitted curve at half-maximal effect; % is scaled to controls: 0 for no effect and ±100 for the full control effect
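Hydroperoxide product was detected by ferrous iron/xylenol orange as the 573 to 405 nm absorbance ratio. Arachidonic acid at 40 uM (final) was turned over for 30 min at room temperature by 150 nM human 12hLO, pH 7.0 Hepes buffer, after 15 min compound preincubation.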
Vif-APOBEC3G blk: inhibitors of Vif-APOBEC3G interaction. Q9HC16. HeLa A3G-eYFP + Vif (tagged APOBEC3G with the HIV-1 protein that degrades it), YFP fluorescence, overnight. Potency, µM (doses to about 46.1 µM), for the others: top-dose activity, negative = active, hits mostly inhibitors. hit rate 0.076% among 410,000. AID 602310;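 also: potency is read from the fitted curve at half-maximal effect; % is scaled to controls: 0 for no effect and ±100 for the full control effect; nearly all actives have a fitted effect of over 60% in size; hits raise eYFP signal because A3G escapes Vif-driven loss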
Target sequence (Q9HC16 whole entry, looked up): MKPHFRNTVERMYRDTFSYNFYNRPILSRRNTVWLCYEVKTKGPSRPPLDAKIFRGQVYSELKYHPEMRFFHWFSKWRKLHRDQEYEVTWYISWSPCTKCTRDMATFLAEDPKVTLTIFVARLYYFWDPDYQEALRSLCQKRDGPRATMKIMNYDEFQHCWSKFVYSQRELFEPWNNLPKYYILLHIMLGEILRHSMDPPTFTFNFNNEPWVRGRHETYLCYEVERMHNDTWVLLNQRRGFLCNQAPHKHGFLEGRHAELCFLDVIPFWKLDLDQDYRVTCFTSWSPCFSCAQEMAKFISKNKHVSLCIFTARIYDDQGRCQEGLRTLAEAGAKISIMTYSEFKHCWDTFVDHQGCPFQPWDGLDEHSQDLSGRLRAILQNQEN
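Read-out is eYFP fluorescence (Ex 488/Em 500-530) from Vif-expressing HeLa A3G-eYFP cells; more signal means A3G escaped Vif-mediated degradation. Cells plated overnight, compound pinned in, incubated overnight at 37 deg C.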
RGS4 inhibitor: inhibitors of human regulator of G protein signaling 4. Transcreener GDP fluorescence polarization, RGS4-accelerated GTP hydrolysis. P49798. hit rate 0.039% among 390,000. Potency, µM (titrated, usually from 114 µM), for the others: at the top dose activity change, negative = inhibition, most hits filed as inhibitors; also: potency is read from the fitted curve at half-maximal effect; % is scaled to controls: 0 for no effect and ±100 for the full control effect; nearly all actives have a fitted effect of over 75% in size; some results filed as inactive show a strong effect at the top dose
Target sequence (P49798 whole entry, looked up): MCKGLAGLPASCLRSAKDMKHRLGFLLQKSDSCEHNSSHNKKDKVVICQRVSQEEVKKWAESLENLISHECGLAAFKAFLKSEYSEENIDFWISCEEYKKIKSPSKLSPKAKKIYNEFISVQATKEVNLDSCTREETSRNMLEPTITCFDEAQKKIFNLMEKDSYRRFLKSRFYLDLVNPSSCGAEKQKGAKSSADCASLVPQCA
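MLSMR compounds (23 nl, pin-transferred) preincubated 10 min at room temperature with a 500nM (2x) first reagent, then RGS4 at 900nM (2x) plus Transcreener GDP mix added; fluorescence polarization (620/688 nm) read before and after 90 min at 30 °C.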
D2 agonist: D2 dopamine receptor (human) agonism. HEK293 T-REx D2 cells, calcium flux agonist mode. hit rate 0.53% among 340,000. AID 485358. P14416. activation, % at 2 µM;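 active = activation over 3 SD above normal in the single-dose calcium agonist read, cut at about 30% in these data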; also: 0% is about no effect
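HEK293 Trex D2 cells, tetracycline-induced, o/n 30 C 5% CO2; no-wash Ca dye, RT 30–90 min; 10-cycle baseline, 23 nl cpd added, kinetic Ca read 180 s; agonist hits = positive Ca response.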
GRP78 ERSR act: induces the endoplasmic reticulum stress response in human glioma cells | Potency, µM, for the others: top-dose activation, usual class: activators | AID 602332 | U87-MG GRP78 promoter luciferase reporter, 16 h | hit rate 0.02% among 420,000; also: potency is read from the fitted curve at half-maximal effect; series mostly up to about 76 µM; % of control where 0% means no effect; nearly all actives have a fitted effect of over 35% in size
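ERSR induction read as luciferase luminescence (Bright-Glo, 10 min at room temperature) in stably transfected human U87-MG glioma cells exposed to compounds for 16 h, using GRP78 as sensor.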
D2 antagonist: D2 dopamine receptor (human) antagonism; P14416; HEK293 TREx D2 cells, calcium flux, dopamine EC80; inhibition, % at 10 µM; hit rate 2% among 340,000; in the data active = inhibition above about 30%; also: 0% is about no effect
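Compounds are added to dye-loaded, induced HEK293 T-REx cells coupled to calcium release via D2; after a 3 min kinetic read an EC80 dopamine stimulus is given and fluorescence is recorded for 3 more min.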
Vif-A3F inh: blocks the Vif interaction with APOBEC3F; HeLa A3F-eYFP + Vif (tagged APOBEC3F with the HIV-1 protein that degrades it), YFP fluorescence increase; Potency, µM (highest dose often 46.1 µM), inactives show at the highest dose activity, negative = active; hit rate 0.2% among 390,000; AID 602313; also: potency is read from the fitted curve at half-maximal effect; % of control where 0% means no effect; nearly all actives have a fitted effect of over 65% in size
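HeLa cells stably expressing Vif plus C-terminally eYFP-tagged A3F were seeded, incubated overnight at 37 deg C, dosed with compound, incubated overnight again at 37 deg C. Yellow fluorescence (Ex 488/Em 500-530) reported blocked Vif-mediated A3F-eYFP degradation.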
LDHA block: inhibitors of human lactate dehydrogenase A; activity change, % (values are at about 110 or 230 µM); P00338; purified LDHA, NADH/diaphorase-resazurin fluorescence; hits give low values; hit rate 0.15% among 480,000; in the data active = activity change below about -30%; inconclusive = mostly about -25% to -30%;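 also: plate controls were DMSO wells for no effect and wells without enzyme for full effect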
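LDH5 2 nM; NADH 0.06 mM, pyruvate 0.2 mM; 200 mM Tris pH 7.4, EDTA, Tween-20; 5 min RT. Detection: diaphorase 0.133 mg/mL + resazurin 37 µM, fluorescence ex540/em590 at 0 and 20 min; normalized to enzyme-free and DMSO wells.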
* = called active by the depositor; ? = inconclusive; / = no result given; [ ] = remark or other dose. Unless noted, calls follow the shape of the dose curve; as a rule, active = well fitted curve in the direction sought with a large enough effect; inconclusive = small, poorly fitted or top-dose-only effect, or another doubt; inactive = no such curve, though single readings can be large; an effect the other way counts as inactive or inconclusive. An excerpt; the hit share may differ from the screen's.

SMILES | ERG Ets-DNA blk | ALOX12 inh | Vif-APOBEC3G blk | RGS4 inhibitor | D2 agonist | GRP78 ERSR act | D2 antagonist | Vif-A3F inh | LDHA block
C[C@H](NC(=O)c1nc[nH]c1C(=O)N[C@@H](CCCCNC(=O)OC(C)(C)C)C(=O)OC(C)(C)C)C(=O)OCc1ccccc1 | -13% | 9% | -9% | 16% | 0.3 | ? | -4 | -1% | 4
O=C1CCCc2c1cnc1ncnn21 | -7% | -3% | 3% | 5% | -3.1 | -3% | 6 | 5% | -2
C[C@H](CO)N1C[C@H](C)[C@@H](CN(C)S(=O)(=O)c2ccccc2)Oc2c(cccc2N(C)C)C1=O | 0% | -16% | 3% | -4% | / | -5% | / | -1% | 0
CON(C)C(=O)/C=C/c1ccc([B-](F)(F)F)cc1 | -1% | ? | -8% | -6% | / | ? | / | 1% | -1
O=C(COC(=O)c1cc(S(=O)(=O)N2CCCCC2)ccc1N1CCOCC1)NC1CCCCC1 | -12% | 0% | 0% | -13% | -0.1 | 0% | -16 | -15% | -2
CCn1nnc2cc(C(=O)NCC(c3ccccc3OC)N(C)C)ccc21 (configuration not stated) | 8% | -1% | -1% | -30% | 0.6 | 6% | -2 | -9% | -5
COc1ccc(CNc2oc(-c3ccc(COc4ccc(OC)cc4)o3)nc2C#N)cc1 | 3% | -9% | -4% | 0% | -1.5 | -3% | / | -19% | 1
CN(Cc1nc2ccccc2c(=O)[nH]1)c1ccccc1 | -2% | 0% | -6% | -6% | 2.3 | 2% | -1 | -1% | 1
Cn1cnc2c(cnn2-c2ccccc2)c1=O | -2% | -5% | -3% | 25% | -0.4 | -7% | -15 | -6% | -7
CC/C=C/C(=O)N1CC2(CC(c3cccc(NC(=O)c4ccccc4)c3)=NO2)C[C@@H]1C(N)=O (some centres not stated) | 13% | -1% | -6% | -44% | -0.4 | -2% | 17 | 3% | -1
COc1ccccc1CCN1CCCC(CN(C)CC(C)(C)CO)C1 (configuration not stated) | 2% | 1% | -2% | -9% | 0.6 | -3% | -16 | -2% | -5
CC(=O)n1cc(/C=N/NC(N)=S)c2ccccc21 | 3% | ? | -13% | -44% | -0.1 | 0% | -11 | 5% | -1
CCNC(=O)C1CCCN(c2nn3cc(-c4ccc(C)cc4)nc3s2)C1 (configuration not stated) | -1% | -15% | 4% | 4% | 0.6 | -8% | / | 0% | -9
O=C(O)c1ccccc1SSc1ccccc1C(=O)O | -6% | ? | -9% | -39%[56.9 µM] | 0.7 | -2% | 18 | -8% | 0
O=C1c2cccnc2C(=O)N1Cc1ccc(S(=O)(=O)NCc2ccco2)s1 | 3% | ? | -2% | -16% | -0.9 | -5% | -12 | 1% | -1
CN(C)CCCNC(CC(=O)Nc1cccc([N+](=O)[O-])c1)C(=O)O (configuration not stated) | -9% | -20% | 1% | -27% | 3.1 | 0% | -2 | -5% | 2
C=CC[n+]1cccc(-c2cc3ccc(C)cc3[nH]2)c1 | -11% | ? | 0% | 16% | 0.2 | -6% | -14 | 17% | 0
CCCn1c(=O)c2[nH]cnc2n(-c2ccc(Cl)cc2)c1=O | 2% | 0% | -2% | -14% | 1.4 | -5% | 3 | ? | -2
O=c1nc2ccccc2c2n1CC(CN1CCN(c3ccc(F)cc3)CC1)N2 (configuration not stated) | -3% | ? | 1% | 6% | 3.4 | -3% | -13 | 1% | 0
COc1ccc(C2C=C(c3ccccc3)Nc3nc(NC(=O)/C=C/c4ccccc4Cl)nn32)cc1 (configuration not stated) | -1% | 12% | 0% | -22% | -0.4 | -3% | / | -2% | 1
COc1ccc(/C=C/c2c(-c3cccc(C)c3)oc3ccc(N4CCOCC4)cc23)cc1 | 14% | -13% | -1% | 1% | / | -4% | / | -3% | 3
O=C(Nc1ccccc1Cl)c1cc(C2CCCCN2C(=O)OCCF)on1 (configuration not stated) | / | -8% | 1% | / | / | 1% | / | / | -4
CCCNC(=O)C1(C)CCN(Cc2ccc(OCc3ccccc3)cc2)C1 (configuration not stated) | / | ? | 0% | / | / | 7% | / | / | -9
COc1cc(OC)cc(C(=O)NC2CCN(Cc3nnnn3Cc3cccs3)CC2)c1 | 7% | -14% | -2% | -6% | -0.6 | -4% | 10 | -2% | 0
c1ccc(Cn2nnnc2C(c2ccccn2)N2CCOCC2)cc1 (configuration not stated) | / | -6% | 2% | 19% | 1.0 | -4% | -3 | -12% | -9
C=CC[C@H](CC(=O)NCCO)C(=O)NCCOC(=O)[C@@H](CC=C)Cc1ccc(F)cc1 | -6% | -12% | 2% | 6% | / | -4% | / | 3% | -7
O=C(Cn1c(=O)n(-c2cccc(Cl)c2)c(=O)c2sc3ccccc3c21)N1CCCC1 | -5% | ? | -1% | 24% | 0.2 | -1% | / | 0% | -5
O=C(O)c1cc(S(=O)(=O)N(Cc2ccccc2)c2cccc(C(F)(F)F)c2)ccc1Cl | 7% | -26% | -6% | 1% | -0.9 | 1% | -8 | -7% | -6
COC(=O)c1[nH]c2c(c1C)C(=O)CC(c1cccc(OC)c1)C2 (configuration not stated) | -4% | -1% | ? | -7% | -0.6 | -6% | 28 | -10% | -6
CCOc1ccc(C2C(=O)N(C3CCCCCC3)CC(=O)N2CCc2ccc(Cl)cc2)cc1OC (configuration not stated) | 3% | ? | 0% | -3% | 0.7 | -3% | / | 3% | 2
Cn1c(CCc2ccccc2)nnc1SCC(=O)N1CCOCC1 | -8% | 0% | -3% | 31% | 0.4 | -2% | 1 | -5% | -9
CC(=O)N1CCc2cc(S(=O)(=O)CCC(=O)Nc3ccc4c(c3)OCCO4)ccc21 | -1% | 0%[57.4 µM] | -5% | -12% | -0.1 | -3% | 24 | 0% | -1
CCOC(=O)C1CCCN(S(=O)(=O)c2csc(C(N)=O)c2)C1 (configuration not stated) | 4% | -1% | 4% | 12% | 3.4 | -1% | / | -5% | 0
Cc1c(Cl)cccc1-c1ccc(CNCCSc2nnnn2-c2ccccc2)o1 | 10% | ? | 3% | 7% | 0.3 | -2% | / | -5% | 0
O=C(COc1ccc2c(c1)oc(=O)c1ccccc12)N[C@@H](Cc1ccccc1)C(=O)O | -1% | -13% | -2% | 8% | -0.9 | -1% | 14 | 8% | -13
Oc1ccc(Nc2nc(Cl)nc(NCc3ccco3)n2)cc1 | / | -19% | -11% | -4% | -0.5 | 3% | -24 | 0% | -7
CCCCn1c(=O)[nH]c(=O)c2c1nc(-c1ccncc1)n2CCOC | 2% | -5% | -1% | 20% | / | -2% | / | -7% | -7
CC1=C(C(=O)N(C)C)CC(CC(=O)NCCc2ccccn2)C(=O)N1CCCN1CCCC1=O (configuration not stated) | / | ? | -5% | / | / | -6% | / | 0% | 5
O=C(O)c1ccc(CN2C[C@@H](CO)O[C@@H](n3cnc4c(N5CCOCC5)ncnc43)C2)cc1 | / | -25% | 0% | / | / | -3% | / | / | -7
CCCCCC(=O)N1CC2(CC(c3cccc(NC(=O)COc4ccc(Cl)cc4)c3)=NO2)C[C@@H]1C(N)=O (some centres not stated) | 0% | -24% | -1% | -16% | 0.2 | -4% | -9 | 5% | 0
COc1ccc2ccccc2c1C1CC(=O)N2CN(C)CSC2=C1C#N (configuration not stated) | -9% | ? | 0% | ? | -0.1 | -4% | 0 | -1% | 7
COc1ccc(C(CNC(=O)c2oc3ccc(Br)cc3c2C)N2CCCCC2)cc1 (configuration not stated) | -1% | -6% | -3% | -14% | 0.0 | -2% | -25 | 7% | -6

Sorted by count of non-hydrogen atoms (lowest first): three of the compounds above
SMILES | ERG Ets-DNA blk | ALOX12 inh | Vif-APOBEC3G blk | RGS4 inhibitor | D2 agonist | GRP78 ERSR act | D2 antagonist | Vif-A3F inh | LDHA block
O=C(COc1ccc2c(c1)oc(=O)c1ccccc12)N[C@@H](Cc1ccccc1)C(=O)O | -1% | -13% | -2% | 8% | -0.9 | -1% | 14 | 8% | -13
O=C(O)c1ccc(CN2C[C@@H](CO)O[C@@H](n3cnc4c(N5CCOCC5)ncnc43)C2)cc1 | / | -25% | 0% | / | / | -3% | / | / | -7
CCCCCC(=O)N1CC2(CC(c3cccc(NC(=O)COc4ccc(Cl)cc4)c3)=NO2)C[C@@H]1C(N)=O (some centres not stated) | 0% | -24% | -1% | -16% | 0.2 | -4% | -9 | 5% | 0

Looked up above.
For Vif-A3F inh, `CC1=C(C(=O)N(C)C)CC(CC(=O)NCCc2ccccn2)C(=O)N1CCCN1CCCC1=O` (configuration not stated) is entered as 0%
For ALOX12 inh, `O=C(O)c1ccc(CN2C[C@@H](CO)O[C@@H](n3cnc4c(N5CCOCC5)ncnc43)C2)cc1` is entered as -25%
For GRP78 ERSR act, `CCOC(=O)C1CCCN(S(=O)(=O)c2csc(C(N)=O)c2)C1` (configuration not stated) is entered as -1%
For ALOX12 inh, `CCCCCC(=O)N1CC2(CC(c3cccc(NC(=O)COc4ccc(Cl)cc4)c3)=NO2)C[C@@H]1C(N)=O` (some centres not stated) is entered as -24%
For ERG Ets-DNA blk, `CCCCn1c(=O)[nH]c(=O)c2c1nc(-c1ccncc1)n2CCOC` is entered as 2%
For Vif-A3F inh, `COc1ccc2ccccc2c1C1CC(=O)N2CN(C)CSC2=C1C#N` (configuration not stated) is entered as -1%
For RGS4 inhibitor, `Cc1c(Cl)cccc1-c1ccc(CNCCSc2nnnn2-c2ccccc2)o1` is entered as 7%
